Fluorescein autfl = compound fluoresces in the fluorescein spectral region. Compound autofluorescence, 480/540 nm, fluorescein-equivalent; hits give high values. max fluorescein-equivalent concentration, M. actives 0.91% (n = 59,000). AID 593; in the data active = max fluorescein-equivalent concentration above about 10 nM; inconclusive = between about 1.1 nM and that limit
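Fluorescein stocks ranging 3 mM down to 300 nM, plus DMSO blanks, were pinned alongside compounds to build a per-plate standard curve. Buffer: 100 mM Tris, pH 8.0. Incubation 15 min, room temperature; filters 480/540 nm.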
ERK AVP inh = vasopressin-driven ERK pathway inhibition | HEK293-V1b, vasopressin-stimulated pERK AlphaScreen | Potency, µM (titrated, usually from 57.5 µM), for inactives: top-dose activity, negative = inhibition, actives largely listed as inhibitors | actives 0.99% (n = 72,000); note: potency is the fitted concentration of half-maximal effect; % is set by controls: 0 for no effect and ±100 for the full control effect; nearly all actives have a fitted effect of over 55% in size
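qHTS, compounds titrated on V1b-expressing HEK293 cells. Preincubation 30 min at 37C, vasopressin 25 nM for 5 min, lysis 10 min, bead incubation 5 hr at room temperature.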
HEK293 cAMP cs = parental HEK293 cAMP activation (counter-screen). actives 2.5% (n = 73,000). parental HEK293 CNG cAMP sensor, membrane potential fluorescence. Potency, µM (doses to about 57.1 µM), for the others: at the top dose activation, most hits filed as activators; note: potency is the fitted concentration of half-maximal effect; % of control where 0% means no effect; nearly all actives have a fitted effect of over 55% in size
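Parental HEK 293 cells stably expressing a modified CNG channel (no TSHR) report cAMP rise as membrane depolarization. Membrane potential dye with 100 uM RO 20-1724 was loaded for 60 min at room temperature, then compound added for 30 min; fluorescence read at 590 nm.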
TexasRed autofl = compound fluoresces in the Texas Red spectral region | actives 0.06% (n = 59,000) | Compound fluorescence, Texas Red channel, 547/618 nm; hits give high values | max dye-equivalent concentration, M; in the data active = max dye-equivalent concentration above about 10 nM; inconclusive = between about 1.1 nM and that limit
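Texas Red-region profiling: compounds in 100 mM Tris pH 8.0 were read at 547/618 nm after 15 min at room temperature. Intensities were normalized against a six-point Texas Red standard series to give dye-equivalent concentration.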
Rhodamine fluor = rhodamine region autofluorescence | Rhodamine-region fluorescence, 547/598 nm, Tris buffer; hits give high values | max dye-equivalent concentration, M | actives 0.05% (n = 59,000) | AID 594; in the data active = max dye-equivalent concentration above about 11 nM; inconclusive = between about 1.1 nM and that limit
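Intensities are converted to rhodamine-equivalent concentration using a six-point rhodamine standard on each plate. Compounds sit 15 min at room temperature in 100 mM Tris buffer, pH 8.0; read uses the 547/598 nm excitation/emission pair.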
USP2a inh = blocks human ubiquitin-specific protease USP2a; O75604; Potency, µM (highest dose often 38.3 µM), inactives show at the top dose activity change, negative = inhibition, usual class: inhibitors; AID 927; USP2a enzymatic assay, qHTS inhibition; actives 0.1% (n = 60,000);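 note: potency is the fitted concentration of half-maximal effect; nearly all actives have a fitted effect of over 60% in size; plate controls were DMSO for no effect and NEM full inhibition control for full effect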
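USP2 core (20 nM final) was preincubated with compound for 30 min at RT in 20 mM Tris-HCl pH 8.0, 2 mM CaCl2, 2 mM beta-mercaptoethanol; Ub-PLA2 (20 nM) plus NBD C6-HPC (20 uM) then added, fluorescence read after 2.5 h.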
HADH2 inhib = blocks human hydroxyacyl-CoA dehydrogenase type II; Q99714; actives 3.4% (n = 73,000); Potency, µM (series often up to 57.1 µM), without a hit: top-dose activity change, negative = inhibition, usual class: inhibitors; recombinant HADH2, NADH fluorescence, beta-hydroxybutyryl-CoA; note: potency is the fitted concentration of half-maximal effect; % is set by controls: 0 for no effect and ±100 for the full control effect; nearly all actives have a fitted effect of over 60% in size; many of its hits are not listed in these tables
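Activity measured as NADH fluorescence gain (360/450 nm), taken as the change between first and last reads of a 4-min kinetic run. Conditions: pH 9.0 Tris buffer, 20 nM E. coli-expressed His-tagged enzyme, 1 mM NAD+, 90 uM beta-hydroxybutyryl-CoA; 15-min compound preincubation.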
Casp1 inh = allosteric or competitive inhibitors of human caspase-1; P29466; Caspase-1 enzyme, Ac-WEHD-AFC fluorogenic rate; Potency, µM (highest dose often 57.5 µM), for the others: at the top dose activity change, negative = inhibition, most hits filed as inhibitors; actives 0.03% (n = 75,000); AID 900;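 note: potency is the fitted concentration of half-maximal effect; plate controls were vehicle for no effect and no substrate for full effect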
Luciferase inh = inhibitors of firefly luciferase; P08659; purified firefly luciferase, luminescence, 8 min; Potency, µM (top dose mostly 57.1 µM), for inactives: at the top dose activity change, negative = inhibition, most hits filed as inhibitors; actives 2.2% (n = 72,000); note: potency is the fitted concentration of half-maximal effect; % is set by controls: 0 for no effect and ±100 for the full control effect; nearly all actives have a fitted effect of over 40% in size
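Firefly luciferase (PKLight detection mix) with 10 uM ATP in pH 7.2 imidazole buffer (KCl, MgCl2, Tween 20, BSA). Compounds tested across a concentration series (qHTS). Luminescence read after 8 min at ambient temperature.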
Caspase-7 inhib = caspase-7 (human) inhibition, allosteric or competitive | P55210 | recombinant caspase-7, Ac-DEVD-AFC fluorescence rate | Potency, µM (series often up to 57.5 µM), for the others: top-dose activity change, negative = inhibition, actives largely listed as inhibitors | actives 0.02% (n = 75,000) | AID 889; active = well fitted inhibition curve with a large enough effect in the main read-out, with a control signal flat, not every such curve was filed as active; inconclusive = small, poorly fitted or top-dose-only effect, or a change in a side signal; note: potency is the fitted concentration of half-maximal effect; % of control where 0% means no effect
Tau filament bind = tau filament binding | recombinant tau filaments, thioflavin S fluorescence, 15 h; filaments grown with octadecylsulfate alongside compound | AID 596 | P10636 | actives 2% (n = 71,000) | Potency, µM (top dose mostly 57.1 µM), for the others: at the highest dose activity change, negative = inhibition;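 note: potency is the fitted concentration of half-maximal effect; % is set by controls: 0 for no effect and ±100 for the full control effect; actives lower thioflavin S fluorescence by blocking filaments or displacing dye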
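His-tagged recombinant human tau (exons 2, 3 and 10 included), 1 uM, was induced to fibrillize by 30 uM sodium octadecylsulfate with compound present. After 15 h at 37 C, thioflavine S fluorescence (ex 450, em 510 nm) was read.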
* marks the source's active call; other numbers are inactive results; i = inactive; ? = inconclusive; / = no result given; [ ] = another dose, or the depositor's remark. Unless noted, calls come from the whole dose curve; as a rule, active = well fitted curve in the direction sought with a large enough effect; inconclusive = small, poorly fitted or top-dose-only effect, or another doubt; inactive = no such curve, though single readings can be large; an effect the other way counts as inactive or inconclusive.

SMILES	Fluorescein autfl	ERK AVP inh	HEK293 cAMP cs	TexasRed autofl	Rhodamine fluor	USP2a inh	HADH2 inhib	Casp1 inh	Luciferase inh	Caspase-7 inhib	Tau filament bind
O=C1CSc2ccccc2N1Cc1ccccc1F	i	-3%	24%	i	i	-10%	-4%	-1%	1%	-1%	-6%
CC(C)NC(=O)c1ccc2c(c1)nnn2C	i	3%	0%	?	i	4%	1%	-1%	1%	2%	-5%
CN(C)S(=O)(=O)c1ccc(S(=O)(=O)N(Cc2ccccn2)Cc2ccco2)cc1	i	16%	4%	i	i	-4%	3%	0%	2%	7%	10%
CCOc1ccc2nc(N3CCC(C(=O)N4CCN(c5ncccn5)CC4)CC3)sc2c1	/	?	12%	/	/	/	12%	2%	-19%	-4%	42%
C[C@@H]1CN2[C@H](c3ccc(Br)cc3)[C@H](C)CC[C@H]2C(=O)O1	/	-3%[11.5 µM]	?	/	/	/	-2%[11.4 µM]	3%[11.5 µM]	1%[11.4 µM]	1%[11.5 µM]	/
CC(Oc1ccc(Cl)cc1Cl)C(=O)Nc1ccncc1 (configuration not stated)	/	?	?	/	/	9%	5%	0%	2%	0%	-4%
CCOC(=O)c1ccc(Oc2nc(OC)nc(N(C)C)n2)cc1	/	-16%	?	/	/	5%	-6%	0%	-1%	-1%	?
CCCCC(=O)NCCc1c(Cc2ccccc2)[nH]c2ccccc12	/	7%	13%	/	/	/	-1%	-3%	1%	0%	-11%
Cc1cnc(C(=O)Nc2cccc3ncccc23)cn1	i	-25%	6%	i	i	-4%	-9%	-2%	-1%	0%	-9%
COCCCN(C(=O)Nc1ccc(C)c(C)c1)C(C)c1ccccn1 (configuration not stated)	/	-6%	7%	/	/	/	-3%	-2%	1%	0%	-9%
COc1cccc(CNc2ccc(S(=O)(=O)Nc3nccs3)cc2)c1O	i	?	-2%	i	i	7%	-12%	0%	1%	-2%	-9%
C=CCn1c(SCC(=O)c2ccc(O)c(O)c2)nnc1-c1ccccc1OC	i	-15%	2%	i	i	1%	-18%	0%	3%	-2%	-3%
O=c1c(-c2cc(F)cc(F)c2)nc2cnc(N3CCOCC3)nc2n1C1CC1	?	18%	18%	i	i	66%[activator]	54%[activator]	2%	1%[11.4 µM]	3%	9%
O=c1c2[nH]c3ccccc3c2ncn1Cc1ccncc1	i	-4%	-11%	i	i	0%	-28%	-2%	1%	1%	2%
O=C(Nc1nnc(C2CCCC2)s1)C1CCC1	i	-7%	28%	i	i	-28%	21%	-3%	-3%	-1%	-13%
COC(=O)c1ccccc1NC(=O)NCc1cccnc1	?	-7%	?	i	i	4%	-6%	0%	-2%	0%	0%
COCCNC(=O)CN(c1ccc(C)cc1)S(=O)(=O)c1ccccc1	i	-1%	8%	i	i	3%	12%	-1%	-1%	1%	5%
c1ccc(Oc2cccc(CN3CCOCC3)c2)cc1	/	-2%	20%	/	/	8%	4%	-1%	-5%	0%	-14%
Cc1noc(C)c1-c1nccc(-n2ccnc2)n1	i	-30%	-10%	i	i	-6%	3%	0%	-1%[2.29 µM]	1%	-1%
Oc1ccccc1Cn1c(-c2ccccc2O)nc2ccccc21	i	?	-13%	i	i	16%	25µM*	-3%	1%	-3%	40%
Nc1cc(C(=O)O)[nH]c(=O)n1	1.1e-08M*	-2%[11.5 µM]	?	i	i	/	-5%[11.4 µM]	-3%[11.5 µM]	4%[11.4 µM]	2%[11.5 µM]	7%[11.4 µM]
CCc1c(O)nc(SCC(=O)Nc2ccc3c(c2)CCC3)[nH]c1=O	?	-25%	25µM*	i	i	/	-14%	-3%	-3%	2%	-5%
COc1ccc(C(=O)Nc2nc3cc(OC)c(OC)cc3c(=O)[nH]2)cc1	i	-10%	-1%	i	i	18%	9%	1%	0%	0%	240%
O=C(c1cccnc1)N1CCCc2ccccc21	/	-32%	0%[11.4 µM]	/	/	-3%[7.66 µM]	?	0%	-8%	0%	-6%[11.4 µM]
CCOc1ccc(N(CCC#N)S(=O)(=O)c2ccc(OC)cc2)cc1	?	-11%	?	i	i	0%	0%	-1%	2%	0%	-6%
SMILES	Fluorescein autfl	ERK AVP inh	HEK293 cAMP cs	TexasRed autofl	Rhodamine fluor	USP2a inh	HADH2 inhib	Casp1 inh	Luciferase inh	Caspase-7 inhib	Tau filament bind
C/C(=C\C1CCCCC1)C(NC(=O)c1ccc(C(F)(F)F)cc1)c1ccc(-c2ccccc2)cc1 (configuration not stated)	/	12%	3%	/	/	/	8%	-2%	/	-1%	-4%
O=C(CN1CCN(c2ncc(C(F)(F)F)cc2Cl)CC1)NC(=O)NCc1ccccc1	i	3%	4%	?	i	10%	-1%	4%	0%	0%	7%
CCOC(=O)N1CCN(C(=O)CCc2ccc(S(=O)(=O)NCCc3ccccc3)cc2)CC1	?	0%	7%	i	i	7%	10%	4%	1%	-2%	-15%
O=c1c2ccccc2[nH]c(=S)n1C1CCCCC1	i	0%	-6%	i	i	5%	-6%	-1%	0%	0%	35%
CC(=O)c1cn(CC(=O)NCC2CCCO2)c2ccccc12 (configuration not stated)	i	-11%	4%	i	i	-4%	3%	-3%	2%	-1%	-5%
CC(C(=O)Nc1ccccc1-c1ccccc1)N1CCOCC1 (configuration not stated)	i	-21%	8%	i	i	4%	10%	0%	4%	1%	-2%
COc1ccc(CCNC(=O)C2(C)CCC(=O)N2CCC(C)C)cc1OC (configuration not stated)	/	27%	11%	/	/	/	1%	-1%	4%	-1%	15%
N#Cc1cccc(-n2nnnc2-c2ccc3c(c2)OCO3)c1	i	3%	5%	i	i	/	0%	-3%	-6%	2%	-11%
CCc1ccc(CN(C)CCc2ccccn2)cc1	i	-1%	?	i	i	6%	-3%	1%	0%	3%	2%
Brc1ccc2[nH]ncc2c1	i	24%	0%	i	i	1%	-2%	-1%	1%	-6%	-4%
COCCNc1nc(C)nc2c1nc(-c1ccccc1)n2CCN1CCCC1	/	5%	15%	/	/	/	3%	3%	/	0%	6%
Cn1c(=O)c(-c2ccc(Cl)cc2)nc2cnc(Oc3cccc(Cl)c3)nc21	i	-9%	9%	?	i	32%[activator]	-7%	-1%	-3%[11.4 µM]	-6%	?
CCOC(=O)Cn1c(=O)oc2cc(S(=O)(=O)NCc3cccs3)ccc21	/	/	-3%	/	/	/	0%	-4%	-1%	1%	-2%
CCCOc1ccc(N2C(=O)CC(NCc3ccncc3)C2=O)cc1 (configuration not stated)	i	-2%	-1%	i	i	7%	-5%	-6%	-1%	-2%	-9%
COc1ccc(NC(=O)CSc2nccn2-c2ccccc2)cc1	i	-18%	1%	i	i	8%	3%	2%	-5%	0%	9%
Cn1ncc2c(Nc3cccc(Cl)c3)nc(Nc3cccc(Cl)c3)nc21	?	2%[11.5 µM]	-12%[11.4 µM]	i	i	/	9%[11.4 µM]	-11%[11.5 µM]	3%[11.4 µM]	-4%[11.5 µM]	38%[11.4 µM]
COc1ccc2c(CC(=O)N3CCN(S(=O)(=O)c4cccs4)CC3)coc2c1	?	-8%	13%	i	i	25%	-2%	1%	-11%	1%	-23%
O=C(NCc1ccccc1)c1cccc(OCC(=O)N2CCN(C(=O)c3ccco3)CC2)c1	?	24%	16%	i	i	-23%	8%	1%	-1%	-1%	10%
CC(C)(C)c1n[nH]c(=S)n(N)c1=O	i	1%	6%	i	i	1%	-6%	-1%	0%	0%	6%
CCCCOC(=O)NCN1C(=O)C2C3C=CC(C3)C2C1=O (configuration not stated)	i	11%	2%	i	i	4%	5%	-1%	-2%	0%	-4%
O=C(C1CC1)N(Cc1ccco1)c1nc(-c2ccccc2)cs1	i	4%	11%	i	i	12%	-2%	-5%	0%	-4%	29%
CN=C1SC(CC(=O)Nc2cccc(Cl)c2Cl)C(=O)N1C (configuration not stated)	?	-1%	-5%	i	i	3%	7%	1%	1%	-1%	6%
O=C(Nc1ccc(N2CCCCC2)c(Cl)c1)c1ncn[nH]1	i	16%	-5%	i	i	18%	-13%	2%	10µM*	3%	1%
COc1cc(OC)cc(C(=O)N2CCN(C(=O)c3cccc(F)c3)CC2)c1	i	-16%	1%	i	i	-4%	20%	-1%	-2%	1%	12%
O=C(Cc1cccs1)N(c1ccccc1)C1C=CS(=O)(=O)C1 (configuration not stated)	i	-5%	8%	i	i	1%	7%	1%	-1%	1%	-15%
CC1CN(Cc2nc3c(c(=O)n(C)c(=O)n3C)n2CCCO)CC(C)O1 (configuration not stated)	?	-30%	-1%	i	i	3%	10%	1%	2%	-1%	0%
Cc1cccc(C)c1NC(=O)C1(NC(=O)c2cnccn2)CCCCC1	/	-19%	8%	/	/	/	1%	6%	2%	0%	10%
COc1cc(OC)cc(C(=O)N2CCN(C(=O)COc3ccc4ccccc4c3)CC2)c1	i	-11%	17%	?	i	38%[activator]	-1%	1%	10µM*	-6%	16%

The list is partial. The share of hits here may be higher or lower than overall.
